# Assay outcomes (PubChem)
# OX1R antag-1 – antagonists of human orexin 1 receptor (OX1R) | O43613 | OX1R-expressing cells, FRET antagonist read-out | inhibition, % at 6.6 µM | hit rate 1.8% among 330,000 | AID 485270; in the data active means inhibition mostly above about 38%, no sharp cut-off; inactive means mostly below about 40%;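 further: 0% = agonist challenge alone and 100% = reference antagonist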
# Target sequence (O43613 whole entry, looked up): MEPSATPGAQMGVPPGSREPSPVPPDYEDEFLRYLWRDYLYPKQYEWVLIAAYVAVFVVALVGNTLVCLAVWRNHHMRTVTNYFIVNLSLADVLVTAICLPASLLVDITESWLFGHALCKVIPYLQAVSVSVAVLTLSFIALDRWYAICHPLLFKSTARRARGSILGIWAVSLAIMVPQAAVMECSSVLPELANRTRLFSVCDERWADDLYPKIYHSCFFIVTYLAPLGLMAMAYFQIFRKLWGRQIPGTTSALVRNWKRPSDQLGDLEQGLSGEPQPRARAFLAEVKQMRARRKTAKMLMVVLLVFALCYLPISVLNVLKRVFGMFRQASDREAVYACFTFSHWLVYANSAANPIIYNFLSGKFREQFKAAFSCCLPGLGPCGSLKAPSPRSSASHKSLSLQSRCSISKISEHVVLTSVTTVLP
# CHT allo act – allosteric activators of human choline transporter CHT. Q9GZV3. CHT-expressing cells, membrane potential dye, choline EC20; active compounds read high; LV-AA mutant CHT in HEK293 cells. B-score at 10 µM. hit rate 0.49% among 310,000;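 active means initial fluorescence not abnormally high and integrated response B-score, plate-corrected, over 3 SD above library mean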
# Target sequence (Q9GZV3 whole entry, looked up): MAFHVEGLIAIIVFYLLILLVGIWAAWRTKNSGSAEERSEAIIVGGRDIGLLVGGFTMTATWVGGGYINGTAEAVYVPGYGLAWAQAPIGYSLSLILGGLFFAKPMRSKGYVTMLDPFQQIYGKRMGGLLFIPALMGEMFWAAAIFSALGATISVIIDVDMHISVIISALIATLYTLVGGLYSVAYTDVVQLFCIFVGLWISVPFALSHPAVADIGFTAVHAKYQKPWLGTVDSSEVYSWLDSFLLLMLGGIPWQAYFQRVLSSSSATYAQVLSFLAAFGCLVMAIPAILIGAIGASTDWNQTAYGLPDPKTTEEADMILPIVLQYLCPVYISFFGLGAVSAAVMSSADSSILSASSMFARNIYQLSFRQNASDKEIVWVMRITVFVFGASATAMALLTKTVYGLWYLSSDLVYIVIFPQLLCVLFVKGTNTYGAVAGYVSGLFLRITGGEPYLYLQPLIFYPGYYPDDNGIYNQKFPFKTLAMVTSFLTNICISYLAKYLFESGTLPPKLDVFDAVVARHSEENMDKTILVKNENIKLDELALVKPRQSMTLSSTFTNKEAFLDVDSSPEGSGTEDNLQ
# OX1R antag-2 – human HCRTR1 antagonism. O43613. CHO/OX1R cells, Fluo-8 calcium fluorescence, orexin A. inhibition, % at 5 µM. hit rate 0.43% among 330,000. AID 434989;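 active means inhibition above its plate's threshold, mean inhibition of all tested compounds on the plate plus 3 SD, cut at about 37% in these data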;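 further: 0% = orexin A challenge wells and 100% = SB-334867-A antagonist wells; not every result past the cut was called active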
# * marks the source's active call; other numbers are inactive results; i = inactive; / = not tested or not shown.
entry | mol | OX1R antag-1 | CHT allo act | OX1R antag-2
1 | CCOCCCNC(=O)C(NC(=O)c1ccc(=O)[nH]c1)c1ccc(C)cc1 (centres undefined) | 6 | i | -6
2 | CCOCCCNC(=O)c1ccccc1NC(=O)C1=C(C)OCCS1 | -4 | i | -23
3 | CCN1CCN(CC(O)COC(C)C)CC1 (centres undefined) | 7 | i | -3
4 | O=C(N/N=C\c1ccc(Cl)cc1)C1=NOC2COC3(CCN(c4ccc([N+](=O)[O-])cc4)CC3)OCC12 (centres undefined) | 23 | i | 11
5 | O=C1CCN(S(=O)(=O)c2ccccc2)CCN1CCOCc1ccccc1 | 26 | i | -15
6 | N#CC(C(=O)NC1CC1)c1nc2ccccc2nc1N1CCCC1 (centres undefined) | 29 | i | -24
7 | O=C(NNS(=O)(=O)c1ccc(F)cc1)C1CCN(S(=O)(=O)c2ccccc2)CC1 | 15 | i | -25
8 | COc1ccc(C2C(C#N)=C(N)N(c3ccccc3)C3=C2C(=O)CCC3)cc1Cn1cc([N+](=O)[O-])cn1 (centres undefined) | 6 | i | -12
9 | O=c1oc2ccccc2nc1/C=C(\O)c1ccc(Br)cc1 | 23 | i | -9
10 | COc1ccc(Nc2nc(N3CCOCC3)nc(N3CCOCC3)n2)c(OC)c1 | 6 | i | -7
11 | CCCCCCSc1ccc(-c2nc3cc(C)ccn3c2NC2CCCCC2)cc1 | 27 | / | -40
12 | C=CCN1C(=O)CSc2ccc(C(=O)NCc3ccco3)cc21 | 1 | i | -19
13 | O=[N+]([O-])c1cc(S(=O)(=O)N2CCCC2)ccc1OCc1ccccc1 | 9 | i | -23
14 | O=C(c1[nH]ncc1[N+](=O)[O-])N1CCOCC1 | 19 | i | -11
15 | Nc1cc(S(=O)(=O)Nc2cc(Cl)ccc2Cl)ccc1N1CCOCC1 | 23 | i | 8
16 | COc1cccc(/C=N/Nc2cc(C)nc(-c3ccccc3O)n2)c1O | 107* | i | 94*
17 | CCCNC(=O)c1nc(C)c(C)nc1C(=O)Nc1cccc(Cl)c1 | 2 | i | 5
18 | COc1ccc(C(=O)/C=C(\C)NCc2ccc3c(c2)OCO3)cc1 | 15 | i | -15
19 | COc1ccccc1N1CCN(C(=O)CCCCn2c(=O)[nH]c3ccsc3c2=O)CC1 | -3 | i | -41
20 | COc1ccc(C)cc1S(=O)(=O)N1CCN(C)CC1c1ccccc1 (centres undefined) | -3 | / | -10
21 | CCc1cccc(NS(=O)(=O)c2csc(C(N)=O)c2)c1 | -4 | i | -7
22 | CCNC(=O)c1ccccc1SCC(=O)Nc1ccc(F)cc1 | 10 | i | -17
23 | OCC1(Cc2ccc(F)cc2)CCCN(CCc2ccccc2)C1 (centres undefined) | 8 | i | -31
24 | COc1ccc(NS(=O)(=O)c2ccc(C)cc2)c([N+](=O)[O-])c1 | 26 | i | -10
25 | C=CCn1c(=N)n(CC(=O)c2ccc(Br)cc2)c2ccccc21 | 15 | i | -40
26 | Cc1ccsc1/C=C/C(=O)O | 14 | i | -10
27 | C=CCn1c(Sc2nc(C)cs2)nc2c1c(=O)[nH]c(=O)n2C | 14 | i | -11
28 | COc1ccc(N(CC(=O)Nc2ccc(C)cn2)S(=O)(=O)c2c(C)nn(C)c2C)cc1 | -2 | i | -27
29 | CCOC(=O)c1[nH]c(C)c(C(=O)Nc2ccc(F)cc2)c1C | 13 | i | -9
30 | CCCC(=O)Nc1c(-c2cccc(C)c2)c(=O)c2ccccc2n1C | 11 | i | -17
31 | Cc1onc(-c2ccccc2)c1C(=O)NNC(=S)NC(=O)c1ccc(Br)cc1 | 6 | i | -12
32 | CC1(C)C2CCC1(CS(=O)(=O)N1CCCC1C(=O)O)C(=O)C2 (centres undefined) | 11 | / | -4
33 | CC(=O)NCCNC(=O)c1ccc(Sc2ccccc2)c([N+](=O)[O-])c1 | 39 | i | -18
34 | CC(C)NS(=O)(=O)c1ccc(CCC(=O)NCc2cccnc2)cc1 | 5 | i | -19
35 | C#Cc1ccc([C@@H]2C=C(C(=O)OCC=C)O[C@H](OCc3ccc(CO)cc3)C2)cc1 | 26 | i | -6
36 | CC1CC(C)(C)NC(=S)N1CCCC(=O)Nc1ccccc1F (centres undefined) | 9 | i | -8
37 | Cc1ccc2[nH]c3c(=O)n(CC(=O)Nc4ccccc4N4CCN(C)CC4)ncc3c2c1 | -1 | i | -19
38 | CC1CCC2(CC1)NC(=O)N(Cc1cc(=O)n3ccsc3n1)C2=O (centres undefined) | 4 | i | 0
39 | CC(C(=O)OCC(=O)NC1CCCCC1)N1C(=O)c2ccccc2C1=O (centres undefined) | 1 | / | -22
40 | O=C(Nc1cccc(O)c1)c1ccc(Br)cc1 | 12 | i | -1

# Entries of single compounds, looked up by structure.
# C#Cc1ccc([C@@H]2C=C(C(=O)OCC=C)O[C@H](OCc3ccc(CO)cc3)C2)cc1 in the list: OX1R antag-1 = 26; CHT allo act = i; OX1R antag-2 = -6
# CC(C)NS(=O)(=O)c1ccc(CCC(=O)NCc2cccnc2)cc1 in the list: OX1R antag-1 = 5; CHT allo act = i; OX1R antag-2 = -19

# (continued)
entry | mol | OX1R antag-1 | CHT allo act | OX1R antag-2
41 | COc1cc(OC)cc(-c2nnc(SCC(=O)N3CCCCC3)o2)c1 | 24 | i | -34
42 | COc1nc(C)ccc1-c1noc(-c2ccccn2)n1 | 14 | i | -10
43 | CC1Cc2ccccc2N1c1ncnc2nc[nH]c12 (centres undefined) | 74* | i | 12
44 | CCOC(=O)C1CCN(c2ncnc3c2cnn3-c2ccc(Cl)cc2)CC1 | 4 | i | 8
45 | Cc1ccccc1C(=O)N[C@H](C(=O)OCC(=O)c1ccc[nH]1)C(C)C | 5 | i | -4
46 | O=C(O)C1CC=CCC1C(=O)NCCc1csc(-c2ccccc2)n1 (centres undefined) | 8 | i | -24
47 | COC(=O)C1=CN(Cc2ccc(OC)c(OC)c2)C=C(C(=O)OC)C1c1cccc(O)c1 | 13 | i | -14
48 | COc1ccc2c(c1)c(CC(=O)OC(C)C(=O)N(C)C)c(C)n2C(=O)c1ccc(Cl)cc1 (centres undefined) | 6 | i | -50
49 | CCCN1C(=O)CC(c2ccco2)Sc2ccccc21 (centres undefined) | 12 | i | -25
50 | COc1cc(OC)c2c(OC)cccc2n1 | 16 | i | 3

# Limited to OX1R antag-1 and OX1R antag-2, for some of the entries so far:
no. | SMILES | OX1R antag-1 | OX1R antag-2
49 | CCCN1C(=O)CC(c2ccco2)Sc2ccccc21 (centres undefined) | 12 | -25
48 | COc1ccc2c(c1)c(CC(=O)OC(C)C(=O)N(C)C)c(C)n2C(=O)c1ccc(Cl)cc1 (centres undefined) | 6 | -50
41 | COc1cc(OC)cc(-c2nnc(SCC(=O)N3CCCCC3)o2)c1 | 24 | -34
43 | CC1Cc2ccccc2N1c1ncnc2nc[nH]c12 (centres undefined) | 74* | 12

# New compounds follow.
entry | mol | OX1R antag-1 | CHT allo act | OX1R antag-2
51 | O=C(Nc1ncc(Cl)cn1)c1cccs1 | 22 | i | -10
52 | O=C(CN1CCCC1c1cccs1)Nc1cccc(S(=O)(=O)N2CCCC2)c1 (centres undefined) | 32* | / | 5
53 | CC(=O)NC(CCS(C)(=O)=O)C(=O)Nc1ccccc1Cl (centres undefined) | 14 | i | -4
54 | Nn1c(SCC(=O)Nc2ccccc2F)nc2ccccc2c1=O | 7 | i | -11
55 | Cc1cccc(C(=O)NCC(=O)OCC(=O)NC2CCCCC2)c1 | 9 | / | -16
56 | Cc1cc([N+](=O)[O-])nn1Cc1c(F)c(F)c(F)c(F)c1F | 15 | i | -12
57 | Cc1cc(NC(=O)CCc2ccc(S(=O)(=O)N3CCOCC3)cc2)n(-c2ccccc2)n1 | 15 | i | -3
58 | Cc1cc(-c2ccc(S(=O)(=O)N(C)c3ccc(C)c(C)c3)s2)on1 | 16 | i | 17
59 | CC(C)NC[C@@H](O)c1ccc(O)c(O)c1 | 21 | i | -10
60 | O=[N+]([O-])c1cccc(-c2nc3ccc([N+](=O)[O-])cc3[nH]2)c1 | 44 | i | -2
61 | COc1cccc(OCCCOc2ccc([N+](=O)[O-])cc2Cl)c1 | 15 | i | -21
62 | CCOc1ccc(NC(=O)N(C2CCCCC2)C(C)c2cccnc2)cc1 (centres undefined) | 4 | i | -12
63 | CCS(=O)(=O)c1ccc(O)c(NC(=O)CC2(CC(=O)O)CCCC2)c1 | 7 | i | 4
64 | O=C(CN1CCN(Cc2ccccc2Cl)C1=O)NCC1CCCO1 (centres undefined) | 7 | i | -19
65 | Cc1c(CCC(=O)O)c(=O)oc2cc3occ(C(C)(C)C)c3cc12 | 16 | i | -12
66 | COC(=O)c1cc(NC(=O)c2cccc(F)c2)cc(C(=O)OC)c1 | 18 | i | -22
67 | CC(=O)N1c2ccc(S(=O)(=O)NCCC(=O)NC3CCCCCC3)cc2CC1C (centres undefined) | 2 | i | -42
68 | CCCCCOc1ccc(C(=O)CCC(=O)N2CCCC2)cc1 | 10 | i | -38
69 | Cc1ccc(-c2nc(CS(=O)(=O)CC(=O)Nc3cc(F)ccc3F)c(C)o2)cc1 | 15 | i | -22
70 | CCOC(=O)/C(=C/C1=CC(=C/N(C)C)/C(=O)O1)C(C)=O | 15 | i | 7

# Some of these compounds in order of heavy-atom count, lowest first.
entry | mol | OX1R antag-1 | CHT allo act | OX1R antag-2
61 | COc1cccc(OCCCOc2ccc([N+](=O)[O-])cc2Cl)c1 | 15 | i | -21
66 | COC(=O)c1cc(NC(=O)c2cccc(F)c2)cc(C(=O)OC)c1 | 18 | i | -22
63 | CCS(=O)(=O)c1ccc(O)c(NC(=O)CC2(CC(=O)O)CCCC2)c1 | 7 | i | 4
62 | CCOc1ccc(NC(=O)N(C2CCCCC2)C(C)c2cccnc2)cc1 (centres undefined) | 4 | i | -12
69 | Cc1ccc(-c2nc(CS(=O)(=O)CC(=O)Nc3cc(F)ccc3F)c(C)o2)cc1 | 15 | i | -22

# More structures follow.
entry | mol | OX1R antag-1 | CHT allo act | OX1R antag-2
71 | O=c1nc2n(c3cccc(Cl)c13)CCCCC2 | 12 | i | -13
72 | CCCCNC(=O)Cc1coc2ccc3ccccc3c12 | 28 | i | -28
73 | CCn1c(NC(=O)/C=C/c2ccc(F)cc2)nc2ccccc21 | 47 | i | -22
74 | Cc1cc(N2CCN(c3ccccc3)CC2)n2ncnc2n1 | 11 | i | -15
75 | O=C(N/N=C/c1ccccc1[N+](=O)[O-])c1cccs1 | 32 | i | -6
76 | COc1ccc(C(CNC(=O)c2cc(=O)[nH]c3ccccc23)N2CCCC2)cc1 (centres undefined) | 17 | i | -17
77 | O=C1NC(=O)/C(=C\c2ccc(Oc3cnccn3)cc2)S1 | 22 | i | 3
78 | COc1ccc(OC)c(NC(=O)CN2CCc3ccccc3C2)c1 | 21 | i | -7
79 | Brc1ccc(OCc2nnnn2-c2ccccc2)cc1 | 2 | i | 1
80 | Cc1ccc(NC(=O)c2ccc(OCc3c(C)noc3C)cc2)cc1 | 11 | i | -1
81 | O=C(Cn1nc2sc3ccccc3n2c(=O)c1=O)c1cccs1 | 23 | i | -25
82 | C=CCN1c2ccccc2[C@]23C[C@@H](C(=O)OC)N(C(=O)c4ccco4)C2=NC(C(=O)OC)=C(C(=O)OC)[C@H]13 | 26 | i | -34
83 | CCOC(=O)N1CCN(C(=O)C(CC)c2ccccc2)CC1 (centres undefined) | 1 | i | -4
84 | Cc1c(Br)c([N+](=O)[O-])nn1CC(=O)NCc1cccnc1 | 11 | i | -14
85 | O=C(NCCO)c1cccc(S(=O)(=O)N2CCCCC2)c1 | 4 | i | -2
86 | CCNC(=S)NNC(=O)c1ccoc1C | 3 | i | -4
87 | CC(CNC(=O)CCCn1ncn2c(cc3occc32)c1=O)c1ccccc1 (centres undefined) | 14 | i | -24
88 | CC(Sc1nnc2c(n1)[nH]c1ccccc12)C(=O)N(C)C1CCCCC1 (centres undefined) | 38 | i | 10
89 | O=C(c1ccc(Cl)cc1)c1c[nH]c(C(=O)NNc2ccccc2)c1 | 8 | i | -30
90 | O=C(NCc1ccco1)c1ccc(S(=O)(=O)N2CCCCC2)cc1 | 10 | i | -15
91 | Cc1cc(C)c(C)c(S(=O)(=O)N2CCC(C(=O)NCC(c3ccccc3)N(C)C)CC2)c1C (centres undefined) | 0 | i | -30
92 | CC1(C(=O)NC2CCCCC2)CCC(=O)N1Cc1cccs1 (centres undefined) | 7 | i | 4
